hcGAS inh: Primary biochemical luminescence assay for human cyclic GMP-AMP synthase inhibitors | inhibition, % at 12.5 µM | Q8N884 | AID 1259398, 2018 | recombinant h-cGAS, ATP depletion, Kinase-Glo luminescence | 290,000 tested, 0.081% active;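 also: 0% = vehicle reaction and 100% = reaction without DNA for no activity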
Target sequence (Q8N884 whole entry, looked up): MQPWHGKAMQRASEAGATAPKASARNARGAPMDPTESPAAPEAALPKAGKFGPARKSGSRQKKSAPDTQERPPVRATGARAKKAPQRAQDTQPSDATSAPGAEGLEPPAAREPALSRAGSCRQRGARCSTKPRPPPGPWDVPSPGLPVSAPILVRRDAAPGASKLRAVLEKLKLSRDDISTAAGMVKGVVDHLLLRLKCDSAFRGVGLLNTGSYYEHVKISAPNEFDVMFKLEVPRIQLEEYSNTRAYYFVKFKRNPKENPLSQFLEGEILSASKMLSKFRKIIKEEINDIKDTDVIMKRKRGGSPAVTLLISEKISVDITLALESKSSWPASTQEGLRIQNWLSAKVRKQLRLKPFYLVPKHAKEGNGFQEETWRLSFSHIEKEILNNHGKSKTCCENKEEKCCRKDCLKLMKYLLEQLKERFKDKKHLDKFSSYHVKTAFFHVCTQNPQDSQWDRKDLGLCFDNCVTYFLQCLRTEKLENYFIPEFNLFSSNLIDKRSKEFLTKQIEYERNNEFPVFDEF
NPYLR7 ag: agonists of mosquito NPYLR7 receptor, primary screen, cell-based, Aedes aegypti, calcium fluorescence, mosquito biting behavior; AID 1259423, 2018; 270,000 tested, 0.15% active; activation, % at 10 µM; Aedes aegypti neuropeptide Y-like receptor 7 (NPYLR7); HEK293T NPYLR7/Galpha15, GCaMP6s calcium fluorescence; in the data active = activation above about 40%;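 also: 0% = vehicle and 100% = reference agonist at the receptor; some compounds past the cut are filed as inactive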
mcGAS inh: cyclic GMP-AMP synthase inhibitors, mouse, primary biochemical chemiluminescence; Q8C6L5; recombinant cGAS, Kinase-Glo ATP depletion luminescence; inhibition, % at 12.5 µM; 160,000 tested, 0.15% active; AID 1259399, 2018;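 also: 0% = negative control wells and 100% = reference inhibitor with no enzyme activity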
* = called active by the depositor; . = not tested or not shown; & = joins results of further samples. Rule as the data show it, unless noted: active = inhibition above about 40%; inactive = the rest.

SMILES	hcGAS inh	NPYLR7 ag	mcGAS inh
COCn1ccnc1C(O)(c1ccc(Cl)cc1)c1ccc(C(C)(C)C)cc1 (stereo not given)	-4.1	5.7	.
Cc1ccc2c(C)c(C(=O)N3CCCN(C(=O)C4CCCO4)CC3)oc2c1 (stereo not given)	-3.3	5.9	-18.0
Cc1c(C(=O)N2[C@H]3CCNC[C@@H]2CC3)c2cc(O)ccc2n1C	-1.4	1.3	.
Cc1cc(=O)n2nc(CN3CCN(C4CCS(=O)(=O)C4)CC3)sc2n1 (stereo not given)	-9.0	8.0	.
Cc1ccc(N2C(=O)CC(NC3CCCC(C)C3C)C2=O)cc1 (stereo not given)	-2.0	-11.2	-4.9
C=C1C[C@H](OC(=O)C(C)(O)CCl)C2C(=C)C(=O)O[C@@H]2C2C1C[C@H](O)[C@]2(O)CCl (stereo not given in full)	-2.8	2.3	-3.3
Cn1nc(C(C)(C)C)cc1C(=O)Nc1ccc2nc(-c3cccc(Cl)c3)nn2c1	-5.0	9.8	-7.4
N#Cc1ccccc1CSc1nnnn1C1CC1	-9.9	7.2	.
COc1ccc(Nc2nccc3[nH]c(-c4ccsc4)cc23)cc1	-1.0	-5.2	-5.9
C[C@H]1[C@H](n2cnnc2)C[C@@H]2C[C@H]1C2(C)C	-6.7	10.7	.
CN(C)c1ccc(/C=C2\C(=O)N(c3ccc([N+](=O)[O-])cc3)N=C2N2CCOCC2)cc1	-9.9	-0.8	-6.5
COc1ccc(OC)c2[nH]c(C(=O)N3CCC(C(=O)O)CC3)cc12	-2.7	-15.3	.
COc1ccc(C(C)N(C)Cc2cc(C)[nH]n2)cc1 (stereo not given)	-8.7	9.2	.
CCN(CC)C(=O)Oc1ccc2c(ccn2Cc2ccccc2F)c1NC(=O)c1cc(F)cc(F)c1	-2.3	-0.2	-4.9
CCOC(=O)c1cc(-c2ccc(N3CCN(C(=O)Cc4ccc(F)cc4)CC3)cc2)n(-c2ccccn2)n1	-6.7	3.1	-6.7
CCOC(=O)c1nn(-c2ccc(Cl)cc2)c(=O)c2c(NC(=O)c3ccco3)scc12	-6.4	3.3	-6.4
CCCCCCn1c(C)cn2c3c(=O)n(CC(C)=O)c(=O)n(C)c3nc12	-4.8	1.4	.
Cn1c(=O)c(F)c(Nc2ccc(I)cc2F)c2c(=O)n(C[C@@H](O)CO)cnc21	-8.8	-2.2	-7.4
CCOC(=O)C1(CCOc2ccccc2)CCCN(C(=O)c2n[nH]c3ccccc23)C1 (stereo not given)	-8.6	3.4	-9.9
Cc1nn(CN2CCN(S(=O)(=O)c3cccs3)CC2)c(C)c1[N+](=O)[O-]	-6.1	-0.5	.
CCc1cc2c(cc1C(C)N)C(C)(C)CCC2(C)C (stereo not given)	-4.0	2.1	.
O=C(CN(C(=O)c1ccc(F)cc1F)C1CC1)N1CC(=O)N(c2cccc(Cl)c2)C1	-8.1	13.7	-5.0
Cc1ccc(NC(=O)C2(C)CCN2Cc2ccccc2Cl)cc1 (stereo not given)	-5.3	7.3	.
Cc1nc2c(C)cccc2cc1C(=O)N1CCC(Cc2nncn2C)CC1	-3.3	0.1	-10.2
COCC(=O)Nc1ccc(N(C)C)c(CN(CC2CC2)C(=O)c2ccc(OC)cc2)c1	0.5	8.8	-2.5
COCCNC(=O)c1cccnc1Sc1ccc(Cl)cc1	-6.2	5.5	.
CCCCn1c(=S)[nH]c2sc3c(c2c1=O)CCC3	4.3	11.1	1.4
Cc1cc(CC(C)NC(=O)c2c[nH]c3ccccc23)n[nH]1 (stereo not given)	-6.4	.	-10.7
CC(C)(C)NCC(O)COc1ccccc1C1CCCC1 (stereo not given)	-2.1	-11.6	.
Cc1ccc(C(=O)CSc2[nH]c(=O)ncc2C)cc1	-3.2	5.5	-6.9
O=C(c1cc(Br)c[nH]1)N1CCCC1c1ccsc1 (stereo not given)	-10.5	9.4	-4.8
Cc1cccc(NC(=O)Cn2nc(C(F)(F)F)c(Cl)c2C)c1Cl	-2.0	1.7	-3.6
COCCCNC(=O)c1csc(CSc2nnc(-c3ccccc3Cl)n2-c2ccccc2Cl)n1	-5.9	-2.6	-4.3
COC(=O)c1sccc1S(=O)(=O)Nc1cc(Cl)cc(Cl)c1	-8.5	0.1	.
CCCCN1C(=O)C(=Cc2c(N3CCOCC3)nc3ccc(C)cn3c2=O)SC1=S	-6.0	-0.5	-7.6
Clc1cc2c(cc1NCc1nc(C3CC3)no1)OCCO2	-6.1	5.3	.
FCCCN1CCCC(CCc2ccccc2F)C1 (stereo not given)	-7.0	-6.5	.
CCNC(=O)N1CCCC(OCc2cccc(OC)c2)C1 (stereo not given)	-0.7	-3.4	.
Cc1cc(C(=O)NC2CCN(C(=O)c3cc4c(s3)CCC4)CC2)on1	-8.8	1.2	.
Cn1cc(/C=C2/CSc3c(Cl)cccc3C2=O)c(=O)n(C)c1=O	-8.7	3.7	.

Some of the entries above, reformatted:
smiles,hcGAS inh,NPYLR7 ag,mcGAS inh
COCn1ccnc1C(O)(c1ccc(Cl)cc1)c1ccc(C(C)(C)C)cc1 (stereo not given),-4.1,5.7,.
Cc1ccc2c(C)c(C(=O)N3CCCN(C(=O)C4CCCO4)CC3)oc2c1 (stereo not given),-3.3,5.9,-18.0
Cc1c(C(=O)N2[C@H]3CCNC[C@@H]2CC3)c2cc(O)ccc2n1C,-1.4,1.3,.
Cc1cc(=O)n2nc(CN3CCN(C4CCS(=O)(=O)C4)CC3)sc2n1 (stereo not given),-9.0,8.0,.
Cc1ccc(N2C(=O)CC(NC3CCCC(C)C3C)C2=O)cc1 (stereo not given),-2.0,-11.2,-4.9
C=C1C[C@H](OC(=O)C(C)(O)CCl)C2C(=C)C(=O)O[C@@H]2C2C1C[C@H](O)[C@]2(O)CCl (stereo not given in full),-2.8,2.3,-3.3
Cn1nc(C(C)(C)C)cc1C(=O)Nc1ccc2nc(-c3cccc(Cl)c3)nn2c1,-5.0,9.8,-7.4
N#Cc1ccccc1CSc1nnnn1C1CC1,-9.9,7.2,.
COc1ccc(Nc2nccc3[nH]c(-c4ccsc4)cc23)cc1,-1.0,-5.2,-5.9
C[C@H]1[C@H](n2cnnc2)C[C@@H]2C[C@H]1C2(C)C,-6.7,10.7,.
CN(C)c1ccc(/C=C2\C(=O)N(c3ccc([N+](=O)[O-])cc3)N=C2N2CCOCC2)cc1,-9.9,-0.8,-6.5
COc1ccc(OC)c2[nH]c(C(=O)N3CCC(C(=O)O)CC3)cc12,-2.7,-15.3,.
COc1ccc(C(C)N(C)Cc2cc(C)[nH]n2)cc1 (stereo not given),-8.7,9.2,.
CCN(CC)C(=O)Oc1ccc2c(ccn2Cc2ccccc2F)c1NC(=O)c1cc(F)cc(F)c1,-2.3,-0.2,-4.9
CCOC(=O)c1cc(-c2ccc(N3CCN(C(=O)Cc4ccc(F)cc4)CC3)cc2)n(-c2ccccn2)n1,-6.7,3.1,-6.7
CCOC(=O)c1nn(-c2ccc(Cl)cc2)c(=O)c2c(NC(=O)c3ccco3)scc12,-6.4,3.3,-6.4
CCCCCCn1c(C)cn2c3c(=O)n(CC(C)=O)c(=O)n(C)c3nc12,-4.8,1.4,.
Cn1c(=O)c(F)c(Nc2ccc(I)cc2F)c2c(=O)n(C[C@@H](O)CO)cnc21,-8.8,-2.2,-7.4
CCOC(=O)C1(CCOc2ccccc2)CCCN(C(=O)c2n[nH]c3ccccc23)C1 (stereo not given),-8.6,3.4,-9.9
Cc1nn(CN2CCN(S(=O)(=O)c3cccs3)CC2)c(C)c1[N+](=O)[O-],-6.1,-0.5,.
CCc1cc2c(cc1C(C)N)C(C)(C)CCC2(C)C (stereo not given),-4.0,2.1,.

(more compounds)
SMILES	hcGAS inh	NPYLR7 ag	mcGAS inh
CCCCn1c(N)c(N(CC)C(=O)CC(C)C)c(=O)[nH]c1=O	-8.0	4.3	.
c1nc(NCC2CNCCOC2)c2[nH]cnc2n1 (stereo not given)	-7.1	11.3	.
CC(NC(=O)c1ccc(-c2cc(-c3cccc(C(F)(F)F)c3)n[nH]2)cc1)c1ccc(Br)cc1 (stereo not given)	1.3	-0.4	0.6
NC(=S)Nc1ccc2c(c1)OCCO2	-1.0	0.7	.
O=C(Nn1ccc2c(nnc3c(-c4ccc(Cl)cc4)cnn32)c1=O)c1ccncc1	-8.0	27.3	.
C/C(N)=C(/C#N)C(=O)CSc1nnc(-c2cccc(C)c2)n1C	-6.8	4.0	.
Cn1c(=O)[nH]c(=O)c2c1nc(N1CCOCC1)n2Cc1ccccc1Cl	-12.7	18.9	.
Cc1ccccc1C1=NOC(CNCc2ccccc2)C1 (stereo not given)	-1.0	-0.6	-4.7
COCCN(Cc1cc(Cl)ccc1OS(=O)(=O)c1ccc(NC(C)=O)cc1)C(=O)c1ccccc1Cl	0.2	4.9	-5.5
Cc1ccc(C)c(N2CCn3c2nc2c3c(=O)n(CCN3CCCCC3)c(=O)n2C)c1	-6.3	0.8	-7.7
CCC(CN)Sc1cc(Cl)ccc1Cl (stereo not given)	-9.0	1.0	.
O=C(NCc1cccc(OC(F)(F)F)c1)C1CC12c1ccccc1-c1ccccc12 (stereo not given)	-5.4	-8.5	-3.8
CCCn1c(C)cn2c3c(=O)n(C)c(=O)n(C)c3nc12	-14.9	11.1	.
CC(C)C(=O)N1CCCC1(C)C(=O)Nc1ccccc1 (stereo not given)	-18.0	5.4	-7.3
Cc1cc(C(C)NC(=O)c2sccc2C2CC2)c(C)s1 (stereo not given)	-3.3	-1.7	.
CN1CCN(C(=O)Nc2ncc(-c3ccccc3)s2)C(CNC(=O)OC(C)(C)C)C1 (stereo not given)	-1.9	0.2	-9.3
Cc1ccoc1C(=O)Nc1ccc(S(=O)(=O)NC2CCS(=O)(=O)C2)cc1 (stereo not given)	-6.8	-2.2	.
O=C(Cc1ccccc1)Nc1nc2ccc(Cl)cc2c2nc(-c3ccco3)nn12	0.7	-14.6	.
CC1CCN(c2nc3c(c(=O)[nH]c(=O)n3C)n2CCSc2ncccn2)CC1	-10.8	-0.1	.
COCCNC(=O)c1nn(-c2cccc(C(F)(F)F)c2)c(=O)n(Cc2cccc(C)c2)c1=O	-7.3	-2.3	-4.4

Retrieved one by one from the entries so far:
SMILES	hcGAS inh	NPYLR7 ag	mcGAS inh
Cn1c(=O)[nH]c(=O)c2c1nc(N1CCOCC1)n2Cc1ccccc1Cl	-12.7	18.9	.
C/C(N)=C(/C#N)C(=O)CSc1nnc(-c2cccc(C)c2)n1C	-6.8	4.0	.

Later entries.
SMILES	hcGAS inh	NPYLR7 ag	mcGAS inh
Cc1ccc(CNC(=O)c2ccnc(F)c2)cn1	-4.8	-5.4	.
N#Cc1ccccc1N1CCN(C(=O)NCc2ccsc2)CC1	-5.2&-4.4	-12.5&17.8	-13.8
COc1ccc(-c2nc(/C=C/C(=O)Nc3nc(C)cs3)cs2)cc1	-4.6	5.7	.
CC(O)CN1CCN(CC(=O)N(C)Cc2cccc(F)c2)CC1C (stereo not given)	3.7	-16.3	.
Cc1cc(S(=O)(=O)NCc2ccco2)ccc1Cl	0.9	2.6	-4.6
O=C(Cc1ccccc1)Nn1cnc2c(cnn2-c2ccccc2)c1=O	-14.5	3.6	.
CCCCN(CC(=O)N(Cc1cccn1Cc1ccccc1)C1CC1)C(=O)c1cccc(C(F)(F)F)c1	-1.5	-1.2	-2.0
Cc1cc(C)c2c(c1C(=O)NC(c1ccc(S(C)(=O)=O)cc1)c1cccc(N(C)C)c1)CC(C)(C)C2=O (stereo not given)	-3.7	-3.7	-4.7
Cc1nnc2n1-c1cc(F)ccc1C(c1ccc(F)cc1)CC2 (stereo not given)	-3.6	0.2	.
COC(=O)Cn1cnc2c(nnn2-c2cccc(OC)c2)c1=O	-6.1	8.5	.
CCCCNC(=O)c1cc(-c2ccccc2F)n2nc(C(C)(C)C)cc2n1	-6.8	6.2	-7.4
CCOC(=O)c1c(N)c(C(=O)c2cccc([N+](=O)[O-])c2)n2ccccc12	-9.5	-4.8	-9.2
O=C(CCC1CCN(Cc2ccc3nsnc3c2)CC1)NCc1cccnc1	-5.6	3.9	-10.9
CC(C)(C)n1nc2c(c1NC(=O)c1ccc3ccccc3c1)CS(=O)C2 (stereo not given)	-7.1	-3.3	.
COc1ccc(C(=O)N(Cc2cccc(F)c2)Cc2cc(NC(=O)C(C)C)ccc2N(C)C)cc1	-6.3	17.0	-5.4
CC(C)S(=O)(=O)c1ccc(C(=O)Nc2onc3c2CCC3)cc1	-7.8	11.7	-7.7
CC12CC3CC(C1)CC(C(=O)Nc1nn[nH]n1)(C3)C2	-7.9	-12.8	.
CCCOc1ccccc1C(=O)N1CC[C@@H]2CC[C@H](C1)N2C	-1.2	-1.5	-11.8
O=C(CSc1nc(=O)n(CC2CCCO2)c2c1CCCC2)N1CCN(c2ccccc2)CC1 (stereo not given)	-10.0	-6.5	-9.4
CC(NC(=O)c1ccc(-c2ccc3c(c2)OCO3)s1)c1ccc(Br)cc1 (stereo not given)	0.9	6.3	-5.3
CC(C)c1cc(C2CCN(Cc3ccc(-n4cncn4)cc3)CC2)[nH]n1	-4.9	2.6	-17.7
Cc1cc(Br)ncc1NC(=O)CC(C)n1cccc1 (stereo not given)	-6.1	-5.2	-14.8
COc1ccc(NC(=O)CCc2sc(C)nc2-c2cccs2)cc1	-2.9	.	-4.1
Cc1ccc(-n2nnnc2CNC(=O)NCc2ccccc2)cc1C	-4.9	-1.1	-8.5
O=C(NC1CCCC(C(F)(F)F)C1)Nn1cnc2ccccc21 (stereo not given)	-10.4	5.8	-7.2
O=Cc1cn(CCC(=O)O)nc1-c1cc2ccccc2o1	-0.1	0.7	.
O=C(c1ccc(C(=O)N2CCOCC2)s1)N1CCOCC1	-9.8	1.4	-8.2

Screening data: PubChem BioAssay, Fisher Drug Discovery Resource Center
